High-throughput results deposited in PubChem BioAssay by several laboratories.
FadD28 FP inh: inhibitors of FadD28 bisubstrate probe binding, primary screen, biochemical, fluorescence polarization, single point | Mycobacterium tuberculosis FadD28 fatty-acid-AMP ligase | inhibition, % at 12.5 µM | hit rate 0.22% among 360,000 | AID 588549, 2011; in the data active = inhibition above about 8.5%, passing the limit was not always enough
Y pestis TopoI: Yersinia pestis topoisomerase I inhibitors, primary screen, biochemical, cleavage product accumulation, plate reader, single point. AID 504884, 2011. hit rate 0.064% among 360,000. Y. pestis Topo-I cleavage product accumulation. DNA topoisomerase I (Yersinia pestis CO92). activity, % at 10 µM; in the data active = activity above about 50%, passing the limit was not always enough; also: inactives centre near 2
TcdB GH inh: TcdB glycohydrolase inhibitors, primary screen, biochemical, single point, plate reader; Toxin B (Clostridioides difficile), P18177; TcdB glycohydrolase enzymatic assay; inhibition, % at 9.99 µM; hit rate 0.24% among 350,000; AID 652162, 2013; in the data active = inhibition above about 10%
Mtb FBA inh: Mtb FBA enzyme inhibitors, primary screen, biochemical, fluorescence, strain H37Rv; purified M. tuberculosis FBA, fluorescence read-out; inhibition, % at 1 µM; hit rate 2.3% among 360,000; AID 588726, 2011; in the data active = inhibition above about 27%;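 also: 0% = vehicle and 100% = reference inhibitor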
Target sequence (P9WQA3 whole entry, looked up): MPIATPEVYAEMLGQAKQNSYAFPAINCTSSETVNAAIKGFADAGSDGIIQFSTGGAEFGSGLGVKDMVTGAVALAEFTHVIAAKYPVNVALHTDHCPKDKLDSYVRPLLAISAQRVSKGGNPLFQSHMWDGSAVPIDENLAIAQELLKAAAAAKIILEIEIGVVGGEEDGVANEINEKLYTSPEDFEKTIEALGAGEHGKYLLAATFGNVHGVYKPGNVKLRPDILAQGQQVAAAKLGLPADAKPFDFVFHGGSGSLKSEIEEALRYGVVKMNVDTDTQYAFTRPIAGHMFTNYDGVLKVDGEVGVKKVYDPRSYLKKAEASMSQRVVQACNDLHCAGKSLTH
BioA inh: M. tuberculosis BioA enzyme inhibitors, primary screen, biochemical, plate reader, single point, HTS; 7,8-diaminopelargonic acid synthase BioA (Mycobacterium tuberculosis); purified M. tuberculosis BioA enzyme; inhibition, % at 9.99 µM; hit rate 0.096% among 360,000; in the data active = inhibition above about 40%
Vc quorum ag: inducers of Vibrio cholerae quorum light production without autoinducers, primary screen, BH1578 luxS cqsA deficient, single point; V. cholerae BH1578 lux reporter, luminescence, 6 h; activation, % at 18.7 µM; hit rate 0.16% among 350,000; AID 588436, 2011; in the data active = activation mostly above about 9.7%, no sharp cut-off; also: not every result past the cut was called active; inactives centre near 0; reference of the scale not given here
PfHsp40 yeast: rescue of yeast from PfHsp40 toxicity, primary screen, S. cerevisiae, ATP luminescence; S. cerevisiae expressing PfHsp40, growth rescue; growth rescue, % at 12.5 µM; hit rate 0.68% among 340,000; in the data active = growth rescue above about 28%, passing the limit was not always enough;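 also: yeast W303a lacking pdr1 and pdr3 grown in galactose medium; growth measured after three days at 30 °C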
Mtb UGM inh: M. tuberculosis UGM enzyme inhibitors, primary screen, biochemical, fluorescence polarization, single point. UDP-galactopyranose mutase (Mycobacterium tuberculosis (strain ATCC 25618 / H37Rv)), …. purified UGM, fluorescence polarization probe displacement. inhibition, % at 10 µM. hit rate 0.06% among 320,000; in the data active = inhibition above about 10%, passing the limit was not always enough
Target sequence (P9WIQ1 whole entry, looked up): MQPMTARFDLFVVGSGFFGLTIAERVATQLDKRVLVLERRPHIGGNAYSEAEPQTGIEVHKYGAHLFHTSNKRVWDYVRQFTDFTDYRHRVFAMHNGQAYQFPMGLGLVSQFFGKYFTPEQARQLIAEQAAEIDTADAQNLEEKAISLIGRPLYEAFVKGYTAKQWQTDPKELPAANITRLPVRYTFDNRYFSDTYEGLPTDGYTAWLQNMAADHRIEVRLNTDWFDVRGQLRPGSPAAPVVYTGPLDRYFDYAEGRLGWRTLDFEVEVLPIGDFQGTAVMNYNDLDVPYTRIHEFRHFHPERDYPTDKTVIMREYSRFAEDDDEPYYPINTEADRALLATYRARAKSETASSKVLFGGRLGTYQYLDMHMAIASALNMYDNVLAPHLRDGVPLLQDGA
GDH-TPI counter: GDH-TPI coupling enzyme inhibitors, primary screen, artefact control for M. tuberculosis FBA inhibitor project, biochemical, absorbance, full deck; hit rate 1.2% among 360,000; GDH-TPI coupled enzyme counterscreen, NADH absorbance; inhibition, % at 4.8 µM; in the data active = inhibition above about 30%;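 also: 0% = DMSO wells and 100% = wells lacking the enzyme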
Numbers without * were called inactive; i = inactive; x = no result given.

Structure	FadD28 FP inh	Y pestis TopoI	TcdB GH inh	Mtb FBA inh	BioA inh	Vc quorum ag	PfHsp40 yeast	Mtb UGM inh	GDH-TPI counter
CCOC(=O)Cc1csc(NS(=O)(=O)c2ccc(SC)cc2)n1	-0.8	0	1.4	4	x	-0.4	0.2	4.9	-2
O=C(NCc1ccccn1)c1c(O)c2cccc3c2n(c1=O)CC3	-2.9	4	x	7	10.0	-5.6	1.0	-0.1	-3
COc1ccccc1C1=NOC(C(=O)N2CCN(C(=O)c3ccco3)CC2)C1 (configuration not stated)	-1.9	10	-0.7	2	-0.3	-0.2	0.0	-0.8	-1
O=P(Cc1cc[n+]([O-])cc1)(c1ccccc1)c1ccccc1	2.1	3	1.2	-1	-1.7	x	-1.5	1.9	8
Cc1cnc[nH]1	-1.6	-1	0.7	-1	1.0	-0.3	-0.8	1.6	6
COC(=O)c1ccc(COc2ccccc2/C=C(\C#N)C(=O)Nc2ccc(C)cc2)cc1	-5.1	8	x	-4	-1.1	-0.4	-2.3	-1.3	6
COCCn1c(SCC(=O)N2CC(=O)Nc3ccccc32)nnc1-c1ccoc1C	1.6	3	x	3	x	-0.1	0.2	-0.2	-6
Cc1ccc(C(=O)N/C(=C/c2ccco2)C(=O)N2CCCCCC2)cc1	-1.4	-10	1.0	-2	x	-0.3	0.4	0.7	8
COc1ccccc1-c1nc2s/c(=C\c3cccs3)c(=O)n2n1	2.1	9	x	0	-2.6	i	3.1	0.4	21
Cc1nc2ccccc2c(=O)n1NC(=O)c1cc(Br)ccc1Cl	-0.1	4	-0.3	1	-0.9	-0.3	0.3	1.3	5
OCCOc1ccc(CN2CCN(CCCc3ccccc3)C(CCO)C2)cc1 (configuration not stated)	-0.6	-2	1.0	-2	-0.7	i	1.6	0.4	3
CC(=O)c1cccc(NC(=O)COC(=O)Cn2cnc3ccccc32)c1	0.4	5	2.2	0	1.7	-0.6	1.6	-0.3	2
COc1ccc(C(=O)NCCCNc2nc3cc(C)cc(C)c3cc2C#N)cc1	-0.5	22	1.0	37*	-0.6	i	x	x	0
CCOc1ccccc1C1NC(=O)NC(C)=C1C(=O)OCc1ccco1 (configuration not stated)	-0.1	3	x	-1	-1.3	i	-0.6	-4.5	-4
c1ccc(OCCNc2ccn3nc(-c4ccco4)cc3n2)cc1	-0.4	3	0.0	14	-0.2	-0.5	x	x	15
O=C(NCc1ccccn1)c1ccc(OC2CCN(Cc3ccccc3O)CC2)cc1	1.3	21	-0.2	0	0.7	1.7	1.2	-1.5	-8
CN1CCN(C2CC(=O)N(c3ccc4c(c3)OCCO4)C2=O)CC1 (configuration not stated)	-2.5	2	x	0	0.5	i	-0.1	-1.3	-2
COCCCNC(=O)c1cn(CCOC)c(=O)c2c1c1ccccc1n2C	-0.2	3	1.4	37*	-1.0	i	0.5	0.8	11
C=CC[C@@H](CC(=O)N(CCO)Cc1ccccc1)C(=O)N[C@@H](C)COC(=O)[C@@H](CC=C)Cc1ccc(F)cc1	-6.4	17	0.7	0	-0.7	-0.5	0.3	-2.3	4
Cc1ccc(COc2ccsc2-c2n[nH]c(=S)n2C)cc1	-2.7	-16	x	7	x	-11	-0.6	0.1	5

In a second layout: entries from further up.
CCOc1ccccc1C1NC(=O)NC(C)=C1C(=O)OCc1ccco1 (configuration not stated)
- FadD28 FP inh: -0.1
- Y pestis TopoI: 3
- TcdB GH inh: x
- Mtb FBA inh: -1
- BioA inh: -1.3
- Vc quorum ag: i
- PfHsp40 yeast: -0.6
- Mtb UGM inh: -4.5
- GDH-TPI counter: -4

c1ccc(OCCNc2ccn3nc(-c4ccco4)cc3n2)cc1
- FadD28 FP inh: -0.4
- Y pestis TopoI: 3
- TcdB GH inh: 0.0
- Mtb FBA inh: 14
- BioA inh: -0.2
- Vc quorum ag: -0.5
- PfHsp40 yeast: x
- Mtb UGM inh: x
- GDH-TPI counter: 15

O=C(NCc1ccccn1)c1ccc(OC2CCN(Cc3ccccc3O)CC2)cc1
- FadD28 FP inh: 1.3
- Y pestis TopoI: 21
- TcdB GH inh: -0.2
- Mtb FBA inh: 0
- BioA inh: 0.7
- Vc quorum ag: 1.7
- PfHsp40 yeast: 1.2
- Mtb UGM inh: -1.5
- GDH-TPI counter: -8

Following part.
Structure	FadD28 FP inh	Y pestis TopoI	TcdB GH inh	Mtb FBA inh	BioA inh	Vc quorum ag	PfHsp40 yeast	Mtb UGM inh	GDH-TPI counter
COc1ccccc1Cn1c(=S)[nH]c2cc(C(=O)N3CCN(c4ccccc4OC)CC3)ccc2c1=O	-1.9	11	-0.4	0	-0.3	-0.3	0.5	3.2	3
CSc1nc(-c2ccccc2)c(-c2ccccc2)[nH]1	-4.1	4	x	50*	1.4	i	-0.5	-1.0	-6
CCCCn1c(SCC(=O)/C(C#N)=C(\C)N)nc2ccccc2c1=O	-4.6	-15	x	1	x	i	-0.2	1.0	5
Cc1ccc2nc(-c3ccccc3)cc(C(=O)NNC(=O)c3csc(N4CCOCC4)n3)c2c1	-2.7	8	-0.1	0	x	i	x	4.9	11
CCC(C)(C)NC(=O)C(c1ccc(OC)cc1)N(C(=O)CCC(=O)Nc1cc(C)on1)c1ccc(OC)cc1OC (configuration not stated)	-4.6	5	-0.1	-5	0.8	-0.2	-0.6	0.2	-1
Cc1cc(N/N=C/c2ccc(N(C)C)cc2)nc(NCc2ccccc2)n1	-1.1	-20	0.5	25	-1.5	-0.4	-0.3	1.2	12
CCCn1c(N)c(C(=O)COC(=O)CNC(=O)c2ccccc2OCC)c(=O)[nH]c1=O	-3.7	5	1.5	-2	0.4	-0.5	-0.3	x	-4
CCc1ccc(CN(C(=O)c2cc3ccccc3oc2=O)C2CCS(=O)(=O)C2)cc1 (configuration not stated)	-2.4	16	x	2	0.3	x	0.5	0.3	7
CN(C(=O)CSc1nnc(-c2ccncc2)n1C)C1CCS(=O)(=O)C1 (configuration not stated)	-3.1	-8	x	1	-0.6	-0.3	7.3	1.4	-1
Cc1nn(C)c(C(=O)NNC(=O)NC2CCCCC2)c1Cl	0.2	-10	-1.5	0	-2.9	i	-0.6	x	-5
Cc1nn(Cc2ccccc2)c(C)c1NC(=O)CSc1nnc(-c2cc(Cl)ccc2O)n1C	-3.7	23	-0.3	2	3.1	-0.6	2.5	-2.0	-2
CC(C)[C@@H](C(=O)O)N(Cc1cccc(CN([C@H](C(=O)O)C(C)C)S(C)(=O)=O)c1)S(C)(=O)=O	-1.6	1	1.2	6	-2.8	i	-1.6	1.4	3
O=S(=O)(NCC(c1cccnc1)N1CCN(Cc2ccccc2)CC1)c1ccc(F)cc1 (configuration not stated)	-1.7	10	2.8	0	-0.2	i	2.2	0.1	2
Cc1ccc(S(=O)(=O)N(CC(=O)N2CCCCCC2)c2ccccc2)cc1	-0.3	26	x	2	x	-0.3	0.7	0.7	13
CCOC(=O)C1CCCN(C(=O)C2CCN(c3nnc(-n4cccc4)s3)CC2)C1 (configuration not stated)	-1.4	19	1.0	-1	-0.1	-0.1	-0.5	4.0	0
Cc1n[nH]c(C)c1S(=O)(=O)N1CCCC(C(=O)NCc2cccs2)C1 (configuration not stated)	-1.0	3	x	3	-0.3	-1.7	-0.9	0.7	8
Clc1ccc(-c2nc3cnccn3c2Nc2ccc3c(c2)OCO3)cc1	-2.1	6	-0.2	4	12	-0.2	3.7	-1.7	10
Cc1nnc2ccc(N3CCC4(CC3)OCCO4)nn12	0.0	8	x	1	2.1	i	0.7	-1.3	3
O=C(O)CC(NNC(=O)c1ccccc1)C(=O)Nc1ccc([N+](=O)[O-])cc1 (configuration not stated)	0.9	-11	0.0	6	-7.2	-0.3	-0.2	-2.2	31*
COc1ccc2c(c1)cc(C(=O)N[C@@H](Cc1ccccc1)C(=O)O)n2C	-1.5	4	-0.1	92*	-1.8	i	0.2	1.5	1

More structures
Structure	FadD28 FP inh	Y pestis TopoI	TcdB GH inh	Mtb FBA inh	BioA inh	Vc quorum ag	PfHsp40 yeast	Mtb UGM inh	GDH-TPI counter
CCCc1nnn(S(=O)(=O)c2ccc([N+](=O)[O-])cc2)c1CCC	-1.9	-1	-9.9	1	x	i	-0.2	x	5
COc1ccccc1C1=NOC(Cn2c(NCCCO)nc3c2c(=O)n(C)c(=O)n3C)C1 (configuration not stated)	-0.1	-7	-0.1	-1	-1.5	-1.3	-1.0	-0.9	9
CC(C)c1nc(SCC(=O)N2CCc3ccccc32)n[nH]1	-0.2	3	1.1	0	x	1.6	-0.6	2.1	-5
Cc1ccc(CNc2oc(-c3ccco3)nc2S(=O)(=O)c2ccccc2)cc1	-2.9	-5	x	-2	-1.9	i	-0.3	-1.4	-3
CC(=O)NC(=S)Nc1ccc(NC(=O)c2cccs2)cc1	-3.0	-1	x	2	x	-0.3	-1.6	-2.5	-6
CC(C)c1ccc(N(CC(=O)NCC2CCCO2)C(=O)CCC(=O)Nc2nccs2)cc1 (configuration not stated)	-0.4	25	1.9	0	1.1	-10	-0.4	-2.4	16
O=C1c2ccccc2NC(c2c(Cl)cccc2Cl)N1Cc1ccccc1 (configuration not stated)	-1.2	16	x	26	x	-0.4	-0.4	2.6	2
Cc1nc2ccc(S(=O)(=O)Nc3ccccc3C)cc2s1	0.4	5	1.2	2	x	-1.8	-1.0	-1.1	3
COc1ccc(OC)c(/C=C2\SC(=S)N(N3CCOCC3)C2=O)c1	-3.3	1	0.6	-5	-0.9	-0.2	-0.3	3.8	5
CCOc1ccc(CNC(=O)C(=O)c2cn(CC(=O)N3CCOCC3)c3ccccc23)cc1OC	-1.9	9	-0.3	3	-1.2	-1.7	0.2	1.1	16
CN(CCOc1ccc(Br)cc1)CC(=O)Nc1cccc(S(=O)(=O)NC2=NCCC2)c1	-5.1	25	0.7	1	x	-0.3	-0.2	-0.8	8
CC1Sc2ccc(S(=O)(=O)N3CCC(C(=O)N(C)Cc4ccco4)CC3)cc2NC1=O (configuration not stated)	0.3	28	-0.3	-1	-1.6	-0.5	0.8	0.1	11
Cc1cc(C)cc(CC(=O)N2CCC2(C)C(=O)NS(=O)(=O)c2ccccc2)c1 (configuration not stated)	-3.3	0	-0.5	-3	-1.8	4.5	x	x	8
COc1ccc(-n2cnnc2SCC(=O)NC2CCCCC2)cc1	x	-1	1.4	4	-0.2	-3.4	1.7	-5.4	3
C/C(=N\Nc1ccc(C(F)(F)F)cn1)c1ccncc1	-2.3	-1	2.9	-2	-0.8	i	-0.2	0.0	56*
CC1(C)CC(=O)C(C=NC(CCC(N)=O)C(=O)O)=C(O)C1 (configuration not stated)	-0.3	5	x	-1	2.4	i	-0.4	1.5	-6
O=c1nc(-c2ccccc2)cc(C(F)(F)F)[nH]1	0.6	1	x	1	-0.1	i	7.6	3.5	4
Cc1cn([C@H]2C[C@H](O)[C@@H](CCC(=O)NCc3cccc4ccccc34)O2)c(=O)[nH]c1=O	-1.2	x	1.1	1	-1.0	x	x	x	x
COc1ccc(CNCCSc2nnnn2C)c(OC)c1OC	-1.4	-8	0.5	-8	x	-0.8	-2.1	0.8	-10
CCOC(=O)C1CCN(C(=O)C2(NC(=O)Nc3ccccc3Cl)CCCCC2)CC1	-3.5	15	x	3	-0.8	i	-0.5	2.9	-4

Carrying on:
Structure	FadD28 FP inh	Y pestis TopoI	TcdB GH inh	Mtb FBA inh	BioA inh	Vc quorum ag	PfHsp40 yeast	Mtb UGM inh	GDH-TPI counter
CCn1c(=O)c2c(nc3n2CCCN3Cc2ccccc2)n(C)c1=O	x	4	1.0	-1	1.8	0.8	0.2	-1.4	-6
CC[C@@H](C)[C@H](CNC)NC[C@@H](Cc1cccc2ccccc12)NCCc1cccc(C(F)(F)F)c1	-9.6	-6	2.4	0	0.8	i	-0.1	-1.9	11
Nc1cc(N)nc(SCc2cc([N+](=O)[O-])cc3c2OCOC3)n1	-3.3	1	0.5	1	-2.5	-0.5	0.2	-4.6	13
COc1ccccc1N(CC(=O)NC(C)(C)C)C(=O)C1CSC(=O)C1 (configuration not stated)	-1.1	-2	x	-2	-0.5	11	1.8	-0.6	-3

No enrichment for hits (roughly 4.6% active in at least one column).
